Source: PubChem BioAssay (several laboratories)
Yeast lifespan up: yeast lifespan extension | S. cerevisiae growth with nicotinamide, OD615; deaD strain in restrictive glucose medium | hit rate 0.68% among 130,000 | inhibition of the nicotinamide effect, % at 10 µM;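 active = inhibition above a set limit, placed 3 SD over the median of all compounds, cut at about 26% in these data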;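 note: 0% = nicotinamide-treated wells and 100% = cells grown without nicotinamide; some compounds called inactive have numbers as strong as hits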
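Test system: DeaD-strain S. cerevisiae / Buffer or medium: restrictive glucose medium / Also added: nicotinamide 1.5 mM / Doses: one concentration, 10 µM, DMSO 0.25% / Schedule: 48 h at 30 °C / Signal: OD615 measurement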
Measles CPE: protection of cells from measles virus | AID 841 | protection (pct of control), % at 4 µM | Measles virus-infected cells, CPE protection, absorbance | hit rate 1.5% among 140,000; in the data active = protection mostly above about 24%, no sharp cut-off; inactive = mostly below about 26%; note: some compounds called inactive have numbers as strong as hits
PTEN del growth: suppresses growth of cells with PTEN deletion; HCT116 PTEN-null viability, CellTiter-Glo, 60 h; hits give low values; viability, % at 10 µM; hit rate 1.2% among 140,000; AID 827;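 active = viability at or below a set limit, 4 SD under the median of all tested compounds, cut at about 3.7% in these data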;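 note: PTEN knockout HCT116 line with beta catenin targeted HCT116 as companion control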
E-sel TNF inh: blocks E-selectin expression induced by TNF alpha | HUVEC TNFa-induced E-selectin immunofluorescence, high content | inhibition, % at 2 µM | hit rate 0.71% among 120,000;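 active = inhibition above the batch mean plus 3 SD, and confirmed as a hit on visual image review, cut at about 43% in these data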;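 note: 0% = TNF-stimulated DMSO wells and 100% = unstimulated control wells; not every result past the cut was called active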
BB579 growth dn: chemicals that inhibit yeast BB579 growth in restrictive medium (lifespan-shortening candidates) | S. cerevisiae BB579 growth, OD615, 48 h | hit rate 0.51% among 140,000 | inhibition, % at 10 µM;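 active = inhibition above a set limit, 3 SD over the mean compound inhibition, cut at about 44% in these data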; note: inactives centre near -24
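Test system: DeaD yeast strain BB579 / Buffer or medium: restrictive glucose-based CSMM-D medium / Doses: single 10 µM dose / Schedule: 4 h cell preincubation, 48 h compound exposure, 30 °C humidified / Technique: culture absorbance at 615 nm / Controls: amphotericin B positive control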
MRP1 act: activators of MRP-1 | AID 799 | H69AR cells + doxorubicin, viability rescue, CellTiter-Glo | viability increase, % at 10 µM | hit rate 0.61% among 140,000;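 active = viability gain under doxorubicin at or above a set limit, the compound median plus 3 SD, cut at about 4.7% in these data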;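 note: MRP-1 overexpressing cells given doxorubicin 25 µM after compound pretreatment; 18-22 h compound pretreatment then 72 h with doxorubicin before readout; 0% = doxorubicin-only wells and 100% = vehicle-treated cells without doxorubicin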
NPY-Y2 antag: blocks the human neuropeptide Y Y2 receptor | P49146 | NPY-Y2 expressing cells, antagonist mode | inhibition, % at 2.7 µM | hit rate 0.99% among 140,000; in the data active = inhibition above about 17%;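 note: 0% = vehicle with agonist challenge and 100% = reference antagonist with challenge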
Target sequence (P49146 whole entry, looked up): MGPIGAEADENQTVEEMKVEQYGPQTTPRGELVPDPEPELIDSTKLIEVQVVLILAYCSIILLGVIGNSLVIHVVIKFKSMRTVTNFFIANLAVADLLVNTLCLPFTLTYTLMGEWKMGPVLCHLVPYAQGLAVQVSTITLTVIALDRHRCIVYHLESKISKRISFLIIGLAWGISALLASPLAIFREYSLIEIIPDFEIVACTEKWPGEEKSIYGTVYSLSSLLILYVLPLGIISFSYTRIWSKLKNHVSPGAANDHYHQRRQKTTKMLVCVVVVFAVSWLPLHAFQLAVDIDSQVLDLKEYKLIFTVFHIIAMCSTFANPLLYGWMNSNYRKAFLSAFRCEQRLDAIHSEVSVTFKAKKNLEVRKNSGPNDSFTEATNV
GALR2 antag: blocks the human galanin receptor 2; O43603; GALR2-expressing cells, antagonist mode; inhibition, % at 4 µM; hit rate 0.39% among 140,000; in the data active = inhibition above about 27%;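 note: cells stimulated with galanin 1-16 at roughly its EC80; 0% = agonist challenge control and 100% = basal control without agonist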
Target sequence (O43603 whole entry, looked up): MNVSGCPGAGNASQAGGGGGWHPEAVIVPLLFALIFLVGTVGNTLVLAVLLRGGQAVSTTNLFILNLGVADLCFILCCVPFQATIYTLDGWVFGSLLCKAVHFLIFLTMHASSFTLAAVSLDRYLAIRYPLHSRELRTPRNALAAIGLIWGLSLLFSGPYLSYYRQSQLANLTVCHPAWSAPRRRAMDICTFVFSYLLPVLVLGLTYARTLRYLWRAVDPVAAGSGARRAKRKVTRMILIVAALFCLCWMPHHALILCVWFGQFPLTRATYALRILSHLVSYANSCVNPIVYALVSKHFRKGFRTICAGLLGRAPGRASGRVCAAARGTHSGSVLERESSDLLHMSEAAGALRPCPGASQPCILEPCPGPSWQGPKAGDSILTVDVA
HCT116 bCat-KO: beta-catenin-lacking colon tumor cell growth suppression; viability, % at 10 µM; hit rate 1.5% among 140,000; HCT116 beta-catenin knockout viability, CellTiter-Glo, 60 h; hits give low values; AID 818;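 active = viability at or under a set limit, the compound median less 4 SD, cut at about 6% in these data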;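 note: 0% = Hyamine 1622 control at 20 µM and 100% = untreated cell control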
Phagocyt inh: blocks phagocytosis by macrophages. hit rate 0.07% among 110,000. inhibition, % at 5 µM. J774A.1 macrophage IgG-bead phagocytosis, imaging;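 active = inhibition above the mean of the plate negative controls plus 5 SD, cut at about 13% in these data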;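 note: phagocytic index as fraction of beads internalized from green versus red external bead signal; plate controls were DMSO negative control for no effect and cytochalasin-D positive control for full effect; some results beyond the cut were filed as inactive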
* marks the source's active call; other numbers are inactive results; · = no result given. Outcome played no part in choosing rows. About 6.2% of those tested had a hit in this group.

cpd	smiles	Yeast lifespan up	Measles CPE	PTEN del growth	E-sel TNF inh	BB579 growth dn	MRP1 act	NPY-Y2 antag	GALR2 antag	HCT116 bCat-KO	Phagocyt inh
1	Cc1ccc2nc(N/N=C\c3ccc([N+](=O)[O-])o3)nc(-c3ccccc3)c2c1	-8	12	3.0*	-25	-80	-1.8	2	11	2.1*	0
2	Cc1cc(=O)oc2c(CN(C)Cc3ccccc3)c(O)ccc12	-6	4	114	-4	-55	0.9	2	6	103	0
3	Cc1nc(-c2ccccc2)sc1C(=O)/C=C/c1ccc(Cl)cc1	1	7	21	0	-64	-2.5	2	-1	20	·
4	O=C(O)CC(C(=O)NCc1ccccc1)C1CCCO1 (stereo not given)	3	4	99	-6	3	-1.0	-1	8	90	1
5	Cc1ccc(C(=O)NC(=S)Nc2ccccc2C(F)(F)F)c(C)c1	·	25	92	·	-8	-1.1	14	7	95	·
6	OCCNc1ncnc2c1ncn2Cc1ccccc1	-6	22	95	·	-45	1.1	-1	2	103	0
7	O=C(NNC1=NCCC1)c1cccc(Br)c1	-3	26	106	-4	-21	-1.2	-3	2	96	-2
8	Brc1ccc(C=Nc2ccc(Nc3ccccc3)cc2)s1	9	4	80	-3	-58	-4.2	2	-4	86	-8
9	CC(C)c1[nH]c(=O)c(C#N)c2c1COC(C)(C)C2	-3	5	95	7	-8	0.2	-1	-4	89	-1
10	COC(=O)Cc1cc(OC)c(OC)cc1Cc1cc(OC)c(OC)cc1CC(=O)OC	-2	7	96	-55	-40	-0.8	1	-8	86	0
11	COc1ccc2c(CC(=O)Nc3ccc(OC)c(S(=O)(=O)N4CCOCC4)c3)coc2c1	-1	3	90	·	-8	0.6	3	5	82	-10
12	COc1ccc(CCNC(=O)CC(NS(=O)(=O)c2ccc(NC(C)=O)cc2)C(C)C)cc1OC (stereo not given)	-5	11	88	2	-37	-1.4	1	-7	89	·
13	Cc1cc(C)c(NC(=O)CCCN2CCN(C)CC2)c(C)c1	-4	14	119	12	-60	-0.2	3	1	108	-1
14	CCCCN1C(=O)CC(Nc2ccc(CC)cc2)C1=O (stereo not given)	-21	14	93	1	-19	-0.9	2	-11	94	0
15	Cc1[nH]c2ccccc2c1/C=N/Nc1ccc([N+](=O)[O-])cc1	4	4	64	-25	-31	0.9	-9	18	70	-8
16	Nn1c(SCc2ccccc2)nnc1-c1ccccn1	-26	10	103	3	-25	-0.4	-2	11	88	·
17	COc1ccc(-n2nnnc2SCC(=O)Nc2cccc(NC(C)=O)c2)cc1OC	-6	6	85	·	-55	-0.7	4	-9	97	-1
18	O=C(Nc1ccc(N2CCCC2)c(Cl)c1)c1ccccc1[N+](=O)[O-]	-1	0	93	·	-29	-1.0	0	8	102	·
19	O=[N+]([O-])c1cnc2ccccc2c1	-2	11	90	·	-49	-3.4	1	-4	83	-5
20	Cc1sc2nc(SCC(=O)c3cccs3)n(Cc3ccco3)c(=O)c2c1C	-2	10	73	-8	-91	-1.8	3	1	81	-2

Next part:
cpd	smiles	Yeast lifespan up	Measles CPE	PTEN del growth	E-sel TNF inh	BB579 growth dn	MRP1 act	NPY-Y2 antag	GALR2 antag	HCT116 bCat-KO	Phagocyt inh
21	CCCCC(=O)OCC(=O)Nc1ccc(OC(F)F)cc1	-7	5	112	-15	-27	-1.2	-3	1	100	0
22	COc1ccc(C(C)(C)C)cc1S(=O)(=O)N1CCN(C)CC1	-9	0	98	11	-2	-3.3	2	-5	92	0
23	CC(O)Cn1cnc2c1c(=O)n(C)c(=O)n2C (stereo not given)	5	42	92	·	-40	0.2	2	-4	95	·
24	CCCCCc1ccc(CC(=O)Nn2c(C)nc3ccccc3c2=O)cc1	20	20	85	·	-87	0.5	6	-9	85	0
25	CN=C(Nc1ccc(Cl)cc1)c1cccc(C(F)(F)F)c1	2	8	79	-10	-36	-3.1	3	13	76	·
26	O=C(O)C1CC(=O)N(Cc2ccc(F)cc2)C1 (stereo not given)	-6	16	94	-12	-2	-1.0	0	-1	92	3
27	CCN(Cc1cc2ccccc2[nH]c1=O)C(=O)C(C)C	-3	8	93	·	7	-2.1	0	-16	94	0
28	CCOC(=O)c1cc(C(O)(C(F)(F)F)C(F)(F)F)c(/N=C/N(C)C)o1	-9	3	91	-17	-17	-4.9	0	-5	97	-2
29	CC1=NN(C(=O)c2ccc(C)o2)C(O)(c2ccccc2)C1 (stereo not given)	-1	5	93	·	3	-1.9	2	-1	83	-3
30	Cc1[nH]c2ccccc2c1C(=O)CN1CCCCC1CCO (stereo not given)	-8	16	87	·	-24	-5.0	1	1	76	0
31	COc1c(C)cc(S(=O)(=O)N2CCCC2)c(C)c1C	-4	7	100	13	-12	-0.3	2	1	95	0
32	Cn1c(=O)c2c(nc(CN3CCN(c4ccccc4F)CC3)n2CCN2CCOCC2)n(C)c1=O	-6	8	93	2	-35	-2.3	2	-9	92	·
33	O=C(COC(=O)CCS(=O)(=O)c1ccc(Cl)cc1)Nc1ncc(Cl)cc1Cl	-4	5	102	·	-16	-0.4	1	1	101	-2
34	CCOC(=O)C1CCN(CC(=O)Nc2c(C(=O)OC)[nH]c3cccc(Cl)c23)CC1	-12	6	99	-12	-41	-1.3	-1	-6	89	0
35	Cc1c(N=C2SCC(=O)N2c2c(C)n(C)n(-c3ccccc3)c2=O)c(=O)n(-c2ccccc2)n1C	2	9	108	7	-47	-0.4	-1	-6	108	0
36	CSc1ccc(Cl)c(C(=O)OCC(=O)N2CCOCC2)c1	-11	15	95	·	-1	0.2	2	2	103	0
37	CCN(CC)CCCN1C(=O)C(=O)/C(=C(/O)c2cc(C)ccc2C)C1c1cccnc1 (stereo not given)	-5	11	97	-5	-19	0.4	-1	-5	90	-1
38	Cc1cccc(-c2noc(-c3ccccc3C(=O)NCC3CCCO3)n2)c1 (stereo not given)	-14	10	81	·	-32	-1.3	1	0	96	-1
39	CC(=O)N1C=CN(C(C)=O)C(c2cn(C)c3ccccc23)C1c1cn(C)c2ccccc12 (stereo not given)	-13	8	88	-38	-27	-1.5	1	14	76	-2
40	CCC(C)(C)n1nnnc1CN1CCN(c2nc3ccc(C)cc3cc2C#N)CC1	29	3	69	-18	-49	-0.4	4	-1	51	-4

Going on with the list:
cpd	smiles	Yeast lifespan up	Measles CPE	PTEN del growth	E-sel TNF inh	BB579 growth dn	MRP1 act	NPY-Y2 antag	GALR2 antag	HCT116 bCat-KO	Phagocyt inh
41	COCCN(CC(=O)NCc1ccc(F)cc1)C(=O)CCC(=O)Nc1ccccn1	-10	18	104	14	-11	-0.2	1	-1	109	-1
42	CCCN(CCC)C(=O)C[n+]1cccc(/C=N/O)c1	2	24	92	·	-7	1.5	3	8	93	-10
43	Cc1ccc(C)c(NC(=O)c2cccc(Oc3ccc([N+](=O)[O-])cc3Cl)c2)c1	5	11	80	0	-18	1.3	3	-14	87	-7
44	CC(Cc1cccs1)NC(=S)Nc1ccccc1 (stereo not given)	-2	13	84	-25	-19	-3.6	1	-7	99	-6
45	C=CCOC(=O)C1=C(C)NC(SCC)=C(C#N)C1c1ccc(Cl)cc1 (stereo not given)	5	11	8	-43	-44	-5.7	-3	-8	9	4
46	O=C1NC(c2ccncc2)Nc2ccccc21 (stereo not given)	-3	8	96	12	-22	-0.4	-1	6	100	-1
47	CCn1c(SCC(=O)OC2CCCCC2)nnc1-c1ccncc1	-10	8	100	-11	-34	-0.9	1	-7	97	-1
48	Cn1c(Cn2c(=O)sc3ccccc32)nnc1SCC(=O)N1CCCc2ccccc21	1	16	88	-21	-16	-2.6	0	9	87	·
49	COc1ccc(-c2cn3c(C)c(C(=O)Nc4cc(NC(C)=O)ccc4OC)sc3n2)cc1	-6	19	42	-4	-30	-3.7	3	6	48	·
50	COc1cccc(C(=O)COC(=O)C(C)N2C(=O)C3C4C=CC(C4)C3C2=O)c1 (stereo not given)	-6	4	96	1	-22	-2.1	0	-2	101	-1
51	COCCNC(=O)CN1C(=O)CC(C)(C)S(=O)(=O)c2ccccc21	-5	15	95	-5	-4	-1.1	2	-1	95	0
52	O=C(NCc1ccc2[nH]c3c(c2c1)CCCC3)c1ccc(S(=O)(=O)N2CCCCC2)cc1	5	8	70	8	-44	2.4	-4	-1	72	·
53	COc1cccc(C(=O)NN2C(=O)C3C4C=CC(O4)C3C2=O)c1 (stereo not given)	-20	7	97	-14	-38	-0.4	2	-6	101	-1
54	COc1ccc([N+](=O)[O-])cc1C1NN=C(c2ccccc2O)S1 (stereo not given)	-26	10	69	7	-20	-4.7	2	4	72	·
55	O=C1c2cccnc2C(Nc2ccccc2)N1Cc1ccco1 (stereo not given)	-8	8	76	·	-18	-1.8	1	4	66	-1
56	O=C(Cc1c(O)c2ccccc2[nH]c1=O)NC1CCCCCCC1	-10	28	98	-87	-62	1.0	1	15	93	-1
57	COc1ccc(Nc2sc(C(=O)Nc3cccc(Cl)c3)c(N)c2C(=O)Nc2ccccc2OC)cc1	1	16	88	7	-23	-1.6	-2	-26	88	-11
58	Cc1ccc(S(=O)(=O)NCCN=C(CN2CCCC2)NS(=O)(=O)c2ccc(C)cc2)cc1	-5	10	88	·	7	-1.3	1	-1	83	1
59	CC(=O)c1cn(CC(=O)Nc2ccccc2C)c2ccccc12	-7	4	67	12	-18	-1.4	0	20	73	·
60	COc1ccc(NC(=O)c2cc(-c3cc(C)cc(C)c3O)n[nH]2)cc1Cl	-6	6	4	·	2	-1.6	1	12	10	-1
